CHT inh: inhibitors of human choline transporter CHT. CHT-expressing cells, membrane potential dye, choline response; stronger effect = lower value. B-score at 10 µM. AID 488975. actives 0.86% (n = 310,000). Q9GZV3;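 active means B-score over 3 SD under the library average, and starting fluorescence ratio not unusually high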;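 further: choline stimulus applied at its EC90 after an EC20 pre-addition; B-score computed on integrated fluorescence ratio after choline addition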
KCNQ2 inh: KCNQ2 potassium channel inhibitors, primary screen, cell-based, CHO-K1, FluxOR thallium flux, B-score (AID 2156). O88943. 20 min; stronger effect = lower value. B-score at 10 µM. actives 1.1% (n = 310,000);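 active means fluorescence ratio B-score at most minus 3 library SDs, with starting brightness B-score within 2 library SDs, cut at about -5.5 in these data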
Target sequence (O88943 whole entry, looked up): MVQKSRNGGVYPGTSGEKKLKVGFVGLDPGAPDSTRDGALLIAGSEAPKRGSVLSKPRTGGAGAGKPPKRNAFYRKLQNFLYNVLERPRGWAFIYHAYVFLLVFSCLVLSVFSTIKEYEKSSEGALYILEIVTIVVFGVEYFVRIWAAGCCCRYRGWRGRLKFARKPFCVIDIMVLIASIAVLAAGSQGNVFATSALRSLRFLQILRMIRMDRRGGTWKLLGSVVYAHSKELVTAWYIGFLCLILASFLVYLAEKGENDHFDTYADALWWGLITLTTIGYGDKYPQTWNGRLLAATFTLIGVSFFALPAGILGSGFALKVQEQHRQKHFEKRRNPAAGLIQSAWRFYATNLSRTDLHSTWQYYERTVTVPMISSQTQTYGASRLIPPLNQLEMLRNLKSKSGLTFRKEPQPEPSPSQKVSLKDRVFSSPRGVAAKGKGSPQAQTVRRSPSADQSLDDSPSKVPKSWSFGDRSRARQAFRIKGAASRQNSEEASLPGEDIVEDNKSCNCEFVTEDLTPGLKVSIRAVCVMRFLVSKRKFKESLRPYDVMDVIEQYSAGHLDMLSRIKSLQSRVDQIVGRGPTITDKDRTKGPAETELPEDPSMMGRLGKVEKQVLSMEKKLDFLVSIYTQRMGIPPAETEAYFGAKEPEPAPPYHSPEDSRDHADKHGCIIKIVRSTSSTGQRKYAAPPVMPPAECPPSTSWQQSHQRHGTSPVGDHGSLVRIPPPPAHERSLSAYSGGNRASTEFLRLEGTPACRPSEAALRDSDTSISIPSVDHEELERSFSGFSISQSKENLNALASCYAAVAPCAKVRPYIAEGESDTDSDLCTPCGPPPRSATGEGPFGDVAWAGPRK
Starred values were filed as active, the others as inactive; i = inactive; . = no result given.

SMILES | CHT inh | KCNQ2 inh
CC(=O)Nc1sc(C)c(C)c1C(=O)OCC(=O)N(C)C1CCS(=O)(=O)C1 (stereo unspecified) | i | i
C/C(=N\NC(=O)c1c(Br)c(C)nn1C)c1ccc(NC(=O)C(C)Oc2ccc(Cl)cc2C)cc1 (stereo unspecified) | i | i
COc1ccc(-n2c(C)cc(=O)c3c2CC(C)(C)CC3=O)cc1 | i | i
Cn1c(Oc2ccccc2NCc2cc(Br)ccc2O)cc(=O)n(C)c1=O | i | i
CC(C)c1ccc([N+](=O)[O-])cc1S(=O)(=O)N1CCN(C)CC1 | i | i
Cc1sc2ncn(CC(=O)N3CCOCC3)c(=O)c2c1-c1ccccc1 | i | i
COc1cccc(/C=N/n2c(-c3cc(C)[nH]n3)n[nH]c2=S)c1O | i | i
CCN(CC(=O)Nc1ccccc1C(F)(F)F)C(=O)c1cc(-c2ccccc2)nn1-c1ccccc1 | i | -9.3*
Cc1cc2nn(-c3ccccc3)nc2cc1NC(=O)c1cccs1 | i | i
CCN1CCN(C(=O)CN(C)S(=O)(=O)c2ccc(OC)c(C)c2)CC1 | i | i
O=S(=O)(c1ccc(Br)c2ccccc12)N1CCOCC1 | i | i
CCC(=O)NC(c1ccc(C)cc1)c1cc([N+](=O)[O-])c2cccnc2c1O (stereo unspecified) | i | i
Cc1cc(C)cc(NC(=S)N(CCN(C)C)C(C)c2cccnc2)c1 (stereo unspecified) | i | i
O=C(CN1C(=O)C(=O)N(Cc2ccco2)C1=O)NC1CCCCC1 | i | i
COCc1[nH]nc2c1C1(C(=O)Nc3ccc(F)cc31)C(C#N)=C(N)O2 (stereo unspecified) | i | i
COC(=O)C1=NN(c2cccc3ccccc23)C2C(=O)N(c3ccccc3OC)C(=O)C12 (stereo unspecified) | i | i
CCC(=O)Nc1nnc(SCC(=O)N2c3ccccc3CC2C)s1 (stereo unspecified) | i | i
C#CCn1c(O)c(N=NC(=O)C(O)c2ccccc2)c2ccccc21 (stereo unspecified) | i | i
CC(C)CCc1noc(CN2CCN(CC(=O)NC(C)C)CC2)n1 | i | i
Cc1ccc(/C=C/C(=O)NCCCc2ccccc2)cc1 | i | i

Compounds listed so far that have sulfur, in the order listed:
SMILES | CHT inh | KCNQ2 inh
CC(=O)Nc1sc(C)c(C)c1C(=O)OCC(=O)N(C)C1CCS(=O)(=O)C1 (stereo unspecified) | i | i
CC(C)c1ccc([N+](=O)[O-])cc1S(=O)(=O)N1CCN(C)CC1 | i | i
Cc1sc2ncn(CC(=O)N3CCOCC3)c(=O)c2c1-c1ccccc1 | i | i
COc1cccc(/C=N/n2c(-c3cc(C)[nH]n3)n[nH]c2=S)c1O | i | i
Cc1cc2nn(-c3ccccc3)nc2cc1NC(=O)c1cccs1 | i | i
CCN1CCN(C(=O)CN(C)S(=O)(=O)c2ccc(OC)c(C)c2)CC1 | i | i
O=S(=O)(c1ccc(Br)c2ccccc12)N1CCOCC1 | i | i
Cc1cc(C)cc(NC(=S)N(CCN(C)C)C(C)c2cccnc2)c1 (stereo unspecified) | i | i
CCC(=O)Nc1nnc(SCC(=O)N2c3ccccc3CC2C)s1 (stereo unspecified) | i | i

The list goes on.
SMILES | CHT inh | KCNQ2 inh
C(=C\c1nc2ccccc2[nH]1)/c1ccccc1 | i | i
CS(=O)(=O)N(CC(=O)NCc1ccco1)c1cccc([N+](=O)[O-])c1 | i | i
O=[N+]([O-])c1ccc2nc(SCc3cn4ccccc4n3)[nH]c2c1 | i | i
Cc1ccc(C)c(SCC(=O)OCC(=O)Nc2ccc(S(=O)(=O)N3CCOCC3)cc2)c1 | i | i
O=S(=O)(N/N=C/c1cccnc1)c1ccc(Cl)c(Cl)c1 | i | i
COc1ccc(CCNC(=O)CSc2nnc(Cn3c(=O)sc4ccccc43)n2C)cc1OC | i | .
O=C(COc1ccc2ccccc2c1)NNC(=O)Nc1ccccc1F | i | i
CCOC(=O)C1(CCOc2ccccc2)CCN(Cc2cnc(C)s2)CC1 | i | i
CCCn1c(O)c(N=NC(=O)c2ccco2)c2ccccc21 | i | i
Cc1ccc(C(=O)O)cc1NC(=S)NC(=O)c1ccc([N+](=O)[O-])cc1Cl | i | i
CCOc1ncccc1C(=O)NCc1ccc(OC)c(OC)c1 | i | i
CCn1c(=O)n(CC(=O)N2CCN(c3ccccc3F)CC2)c(=O)c2ccccc21 | i | i
Cc1cccc(/C=N/NC(=O)c2ccncc2)n1 | i | i
CCOCC(=O)N1CCN(c2ccccc2OC)CC1 | i | i
Cc1cc(C)cc(NC(=S)Nc2ccc3cn[nH]c3c2)c1 | i | i
CCC1CCCCN1C(=O)COC(=O)c1cc(Br)ccc1Cl (stereo unspecified) | i | i
O=S(=O)(c1ccc(N2CCN(S(=O)(=O)c3ccccc3)CC2)nc1)N1CCCC1 | i | i
Cc1ccc(/C=N/NC(=O)c2c[nH]c3ccccc23)o1 | i | i
CC(C)CC(=O)Nc1ccc(S(=O)(=O)Nc2nccs2)cc1 | i | i
Cc1ccc(CNC(=O)CN2C(C)CCCC2C)cc1 (stereo unspecified) | i | i
CC1CC(=O)Nc2ccccc2N1S(=O)(=O)c1ccc(Cl)cc1 (stereo unspecified) | i | i
CCC(C)c1ccc(S(=O)(=O)Nc2cccnc2)cc1 (stereo unspecified) | i | i
CN(C)C1(CNC(=O)Nc2ccccc2)CCCCC1 | i | i
COc1ccc(NC(C)=O)cc1CNC(=O)CN1CCOCC1 | i | i
O=C(C1CCN(C2CC(=O)N(c3cccc(Cl)c3)C2=O)CC1)N1CCCC1 (stereo unspecified) | i | i
COC(=O)C1(C)CCc2cc(OC)ccc2C1=O (stereo unspecified) | i | i
CCOC(=O)c1c(C)[nH]c(C(=O)COC(=O)COc2ccc(OC)cc2)c1C | i | i
CN(C)c1cccc(C(=O)OCC(=O)NC2CCCC2)c1 | i | i
O=C(CNC(=O)c1ccccc1)N/N=C/c1cc(Br)ccc1O | i | i
N/C(=N\OC(=O)Cc1ccccc1)c1ccc([N+](=O)[O-])cc1 | i | i
COC(=O)c1cc(S(=O)(=O)Nc2c(C)cccc2C)cn1C | i | i
COc1ccccc1/C=C/C(=O)OCC(=O)Nc1ccccc1Sc1ccccc1 | i | -6.8*
Cc1nc2c(-c3ccc(F)cc3)c(C)nn2c(C)c1CCC(=O)NCCN1CCOCC1 | i | i
Cc1cccc(CCNC(=O)C2CCN(S(=O)(=O)c3c(C)noc3C)CC2)c1 | i | i
CCN1C(=O)[C@H]2[C@@H](c3ccc(-c4ccc(F)cc4)c(OC)c3)N3CCC[C@@]3(C(=O)OC)[C@H]2C1=O | i | i
CSc1ccc(S(=O)(=O)NC2CC3CCC2C3)cc1 (stereo unspecified) | i | i
Oc1ccc(Nc2nc(N3CCCC3)c3ccccc3n2)cc1 | i | i
CC(=O)Nc1ccc(S(=O)(=O)NC2(C(F)(F)F)NC(=O)N(CC(C)C)C2=O)cc1 (stereo unspecified) | i | i
CCOC(=O)c1[nH]ncc1CN1CCCC(C(=O)c2cccc3ccccc23)C1 (stereo unspecified) | i | i
O=C(O)CCCN1C(=O)/C(=C\c2ccccc2OCc2ccccc2)SC1=S | -7.7* | i
COc1ccc(CN2CCN(C(=O)c3cccs3)CC2)c(OC)c1OC | i | i
COCCN(CCOC)C(=O)CN1C(=O)NC2(CCCc3sccc32)C1=O (stereo unspecified) | i | i
COc1cc(-c2nc3c[n+](CC(=O)c4ccccc4)ccc3n2C)cc(OC)c1OC | i | i
O=C(Nc1cccc(S(=O)(=O)N2CCOCC2)c1)c1cc([N+](=O)[O-])ccc1N1CCOCC1 | i | i
Cc1[nH]c(C)c(S(=O)(=O)NCc2ccc(N(C)C)cc2)c1C(=O)N1CCCC1 | i | i
O=C(COc1ccccc1-c1ccccc1)NNC(=O)NC1CCCCC1 | -6.3* | i
CCOc1ccc(CN=C(N)N=C(N)N)cc1Cl | i | i
COc1ccccc1OCCCC(=O)NC(C)c1ccccc1 (stereo unspecified) | i | i
COc1ccc(CNC(=O)C(C)N(Cc2ccccc2OC)C(=O)c2snc(C(N)=O)c2N)cc1 (stereo unspecified) | i | i
Fc1ccc(Nc2nc3ccccc3s2)cc1 | i | i
COC(=O)c1sc(=S)n(-c2ccc(Cl)cc2)c1C | i | i
O=C(Nc1nnc(C2CC2)s1)c1ccncc1 | i | i
CCN(C1CCCCC1)S(=O)(=O)c1ccc(-n2cnnn2)c(C)c1 | i | i
CC1(C(=O)NC(=S)NNC(=O)c2ccncc2)CCCCC1 | i | i
O=C(Nc1cccc(O)c1)C1CC(c2c(F)cccc2Cl)=NO1 (stereo unspecified) | i | i
CCOC(CCc1c(C)nc(NC(C)=O)[nH]c1=O)OCC | i | i
CCn1c(SCC#N)nc2cc(S(=O)(=O)N3CCOCC3)ccc21 | i | i
O=C(CCN1C(=O)/C(=C/c2cccs2)SC1=S)Nc1ccccc1O | i | i
CCOC(=O)N1CCN(C(=O)CSCc2ccccc2Cl)CC1 | i | i
O=S1(=O)C=C(SCc2ccc(Cl)c(Cl)c2)Nc2ccccc21 | i | i

Additional records follow.
SMILES | CHT inh | KCNQ2 inh
Cn1c(=O)c2c(nc(SCCCO)n2Cc2ccccc2Cl)n(C)c1=O | i | i
C=CCn1c(COc2ccccc2F)nnc1SCC(=O)N1CC(=O)Nc2ccccc21 | i | i
Cc1ccccc1-n1c(Cn2c(=O)sc3ccccc32)nnc1SCC(=O)N1CCOCC1 | i | .
CC(=O)c1cc(CC=C(C)C)c(O)c(CC=C(C)C)c1O | i | i
CC(=O)O[C@@H]1[C@H]2[C@@H](C[C@@H](C)[C@@H]3CCC(=O)[C@@]13C)OC(=O)[C@@H]2C | i | i
O=C(NCCCn1ccnc1)c1cc(-c2ccncc2)nc2ccccc12 | i | i
CC(=O)c1c(C)oc2ccc(O)c(CN3CCOCC3)c12 | i | i
CC(C)C(c1nnnn1Cc1ccccc1)N(CCCO)Cc1cc2cc3c(cc2[nH]c1=O)OCO3 (stereo unspecified) | i | i
COc1ccc(NC(c2ccccc2)c2ccncc2)cc1 (stereo unspecified) | i | i
Cc1c(NC(=O)c2ccc(N3C(=O)C4C5C=CC(C5)C4C3=O)cc2)c(=O)n(-c2ccccc2)n1C (stereo unspecified) | i | i
Cc1ccc2c(c1)N(C(=O)CCC(=O)NCCN1CCOCC1)CCO2 | i | i
COC(=O)n1c(=O)oc2cc(S(=O)(=O)N3CCOCC3)ccc21 | i | i
Cc1cccc(N2CCN(C(=O)CCNS(=O)(=O)c3ccc4c(c3)CCC(=O)N4)CC2)c1C | i | i
COc1ccc(S(=O)(=O)Cc2ccc(C(=O)NCc3ccco3)o2)cc1 | i | i
Cc1cc(C(=O)NC2CCCc3c2cnn3-c2ccc(C)c(C)c2)no1 (stereo unspecified) | i | i
COc1ccc(N(C)C(=O)c2cc3c(s2)-c2ccccc2OC3)c(OC)c1 | i | i
Cc1cc(C)c(S(=O)(=O)N2CCCC(C(=O)N3CCOCC3)C2)c(C)c1 (stereo unspecified) | i | i
Cc1cc(C)n2nc(C(=O)NNC(=O)c3ccc(Cl)cc3)nc2n1 | i | i
COc1cccc(C(C(=O)NCC2CCCO2)N(C(=O)Cn2nnc3ccccc32)c2ccc(NC(C)=O)cc2)c1OC (stereo unspecified) | i | i
CC1=[N+](CC(=O)c2ccccc2)CCn2cccc21 | i | i
CNC(=S)N/N=C/c1c(Cl)cccc1Cl | i | i
COc1ccccc1NC(=O)C1=C(C)Nc2ncnn2C1c1cccs1 (stereo unspecified) | i | i
CCNC(=S)NNC(=O)c1cccn(Cc2ccc(Cl)cc2)c1=O | i | i
COc1cc2c(C(=O)Nc3ccc4c(c3)OCO4)cn(CC(C)C)c(=O)c2cc1OC | i | i
Cc1ccc(-c2nnc(-c3cccnc3)o2)cc1 | i | i
O=C(COc1ccccc1)Nc1cccc(-c2nc3ccccc3[nH]2)c1 | i | i
COc1cc(NC(=O)c2c(F)c(F)c(F)c(F)c2F)c(OC)cc1Cl | i | i
CCOc1ccc(CN2CCN(C(=O)c3ccccc3)CC2)cc1 | i | i
Cc1cc(=O)n(Cc2ccccc2)c(O)c1C#N | i | i
Cc1onc(-c2c(Cl)cccc2Cl)c1C(=O)NCc1ccccn1 | i | i
O=C(c1cc(-c2ccc(Br)cc2)nc2ccccc12)N1CCN(c2ccccc2O)CC1 | i | i
Cc1nc(SCC(=O)Nc2ccccc2Cl)oc1C | i | i
O=Cc1c(N2CCN(CCO)CC2)nc2ccccn2c1=O | i | i
O=S(=O)(c1ccc(F)cc1)N1CCC(N2CCCCCC2)CC1 | i | i
COc1ccc(NC(=O)C(c2ccccc2)N(C)C(=O)CNC(C)=O)cc1 (stereo unspecified) | i | i
N#CCc1nc2c3c4c(sc3ncn2n1)CCCC4 | . | i
CC(C)NC(=O)c1ccc(N(Cc2ccccc2)S(C)(=O)=O)cc1 | i | i
CC1(c2nnc(Cc3ccccc3)o2)CC(c2ccccc2[N+](=O)[O-])=NO1 (stereo unspecified) | i | i
O=C(COc1ccc([N+](=O)[O-])cc1)N(C1CCCCC1)C1CCS(=O)(=O)C1 (stereo unspecified) | i | i
O=C1/C(=C/c2ccccn2)SC(=S)N1Cc1ccccc1 | i | i
O=C(Oc1ccc(-c2cnc3ccccc3n2)cc1)c1ccco1 | i | i
COc1ccc(C(C(=O)NC(C)(C)C)N(C(=O)CCC(=O)Nc2cc(C)on2)c2cccc(C)c2C)cc1 (stereo unspecified) | i | i

Shown field by field: part of the list above.
> CC(C)NC(=O)c1ccc(N(Cc2ccccc2)S(C)(=O)=O)cc1
  CHT inh = i
  KCNQ2 inh = i

> Cc1onc(-c2c(Cl)cccc2Cl)c1C(=O)NCc1ccccn1
  CHT inh = i
  KCNQ2 inh = i

> O=C(Oc1ccc(-c2cnc3ccccc3n2)cc1)c1ccco1
  CHT inh = i
  KCNQ2 inh = i

> COc1cc(NC(=O)c2c(F)c(F)c(F)c(F)c2F)c(OC)cc1Cl
  CHT inh = i
  KCNQ2 inh = i

Screening results as filed in PubChem BioAssay.
